Screens deposited in PubChem by National Center for Advancing Translational Sciences (NCATS).
AMA1 RON2 block: disrupts binding of P. falciparum AMA1 to RON2 | AID 720542 | Potency, µM (top dose mostly 58.2 µM), without a hit: at the highest dose activity change, negative = inhibition, hits mostly inhibitors | AlphaScreen AMA1-biotinylated RON2 peptide binding | 360,000 compounds, 0.2% hits;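 note: potency is the fitted concentration of half-maximal effect; 0% = vehicle wells and -100% = peptide control; nearly all actives have a fitted effect of over 45% in size; some results filed as inactive show a strong effect at the top dose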
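AMA1 (3D7) with his tag at 25 nM final met compounds first, then biotinylated RON2 peptide at 25 nM; detection used donor plus acceptor beads, 10 µg/mL apiece, read by AlphaScreen after 30 min at room temperature.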
LmPK inhibitor: LmPK (Leishmania mexicana) enzyme inhibition; Q27686; purified LmPK, Kinase-Glo ATP luminescence, 1 h; 290,000 compounds, 0.37% hits; Potency, µM (highest dose often 57.5 µM), without a hit: at the highest dose activity change, negative = inhibition, hits mostly inhibitors; note: potency is the fitted concentration of half-maximal effect
Target sequence (Q27686 whole entry, looked up): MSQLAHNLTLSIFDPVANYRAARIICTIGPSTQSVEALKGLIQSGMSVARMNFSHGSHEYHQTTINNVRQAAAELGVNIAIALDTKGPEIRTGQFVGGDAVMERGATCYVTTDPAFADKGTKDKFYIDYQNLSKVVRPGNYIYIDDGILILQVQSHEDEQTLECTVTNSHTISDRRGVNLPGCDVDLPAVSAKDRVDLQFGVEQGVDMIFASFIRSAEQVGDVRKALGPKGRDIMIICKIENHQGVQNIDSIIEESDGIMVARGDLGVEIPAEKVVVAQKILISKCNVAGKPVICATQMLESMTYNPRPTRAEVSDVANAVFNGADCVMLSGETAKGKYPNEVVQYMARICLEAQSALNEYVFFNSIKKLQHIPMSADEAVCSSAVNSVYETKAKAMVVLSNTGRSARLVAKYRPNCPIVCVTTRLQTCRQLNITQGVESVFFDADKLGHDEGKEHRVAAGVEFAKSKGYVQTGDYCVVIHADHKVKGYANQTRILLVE
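Screened at intermediate enzyme activity to detect both inhibitors and activators: LmPK at 0.1 nM, with a 0.5 nM enzyme column as activation reference. PEP 0.5 mM, ADP 0.1 mM; ATP detected by luminescence after 1 h.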
Sm TGR inh: inhibitors of Schistosoma mansoni thioredoxin glutathione reductase | purified TGR, DTNB reduction, TNB absorbance 405 nm | Potency, µM (highest dose often 114 µM), without a hit: top-dose activity change, negative = inhibition, hits mostly inhibitors | 360,000 compounds, 3% hits | AID 485364; note: potency is the fitted concentration of half-maximal effect; nearly all actives have a fitted effect of over 60% in size
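Kinetic colorimetric format: TGR-catalysed, NADPH-driven DTNB reduction monitored via TNB absorbance. Enzyme dispensed at 20 nM; compound exposure 15 min at room temperature before reaction start.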
AmpC inh no detg: inhibitors of E. coli AmpC beta-lactamase without detergent. P00811. AmpC nitrocefin hydrolysis, absorbance 480 nm, 0.0001% Triton. Potency, µM (highest dose often 57.1 µM), inactives show at the highest dose activity change, negative = inhibition, usual class: inhibitors. 330,000 compounds, 0.52% hits;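 note: potency is the fitted concentration of half-maximal effect; plate controls were no compound for no effect and no enzyme for full effect; nearly all actives have a fitted effect of over 20% in size; some results filed as inactive show a strong effect at the top dose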
Target sequence (P00811 whole entry, looked up): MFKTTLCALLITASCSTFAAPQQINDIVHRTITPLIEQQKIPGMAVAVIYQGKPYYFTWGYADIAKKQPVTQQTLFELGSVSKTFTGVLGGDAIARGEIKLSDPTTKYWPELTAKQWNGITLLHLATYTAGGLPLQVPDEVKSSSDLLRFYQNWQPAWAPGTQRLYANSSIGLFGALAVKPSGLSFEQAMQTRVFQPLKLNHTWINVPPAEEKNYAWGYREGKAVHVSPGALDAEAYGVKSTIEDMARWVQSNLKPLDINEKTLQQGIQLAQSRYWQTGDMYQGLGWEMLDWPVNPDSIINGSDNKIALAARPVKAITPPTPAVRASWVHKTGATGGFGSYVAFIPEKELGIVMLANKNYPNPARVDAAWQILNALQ
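20 mM phosphate pH 7.0 + 0.01% (detergent screen) or 0.0001% Triton X-100; 5.3 nM AmpC reagent; cpd preinc 15 min RT; nitrocefin (800 uM stock) to start; A480 q20 s × 4 min; Activity was normalised to no-enzyme and no-compound control wells.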
AmpC detergent: inhibitors of E. coli AmpC beta-lactamase with detergent | 370,000 compounds, 0.041% hits | P00811 | AmpC hydrolysis of nitrocefin, absorbance 480 nm, 0.01% Triton | Potency, µM (doses to about 114 µM), inactives show at the highest dose activity change, negative = inhibition, most hits filed as inhibitors;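 note: potency is the fitted concentration of half-maximal effect; 0% = no-compound wells and -100% = no-enzyme wells; nearly all actives have a fitted effect of over 25% in size; some results filed as inactive show a strong effect at the top dose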
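AmpC (5.3 nM in the dispensed reagent) in 20 mM phosphate pH 7.0 with 0.01% (detergent screen) or 0.0001% Triton X-100 was preincubated with compounds for 15 min at room temperature. Nitrocefin was then added from an 800 uM solution, and hydrolysis was followed at 480 nm.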
TbPYK inhibitor: blocks Trypanosoma brucei pyruvate kinase; Q57TT1; TbPYK enzyme, Kinase-Glo Plus ATP luminescence, 45 min; Potency, µM (series often up to 76.8 µM), for the others: top-dose activity, negative = inhibition, actives largely listed as inhibitors; 410,000 compounds, 0.12% hits; note: potency is the fitted concentration of half-maximal effect; nearly all actives have a fitted effect of over 50% in size
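Glycolytic pyruvate kinase of T. brucei was incubated with substrate, test compound and 130 uM ADP for 45 minutes at room temperature. Luminescent Kinase-Glo Plus signal was measured after 10 minutes.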
HCMV antiviral: human cytomegalovirus inhibition | activity change, negative = inhibition, % at 57.5 µM | 410,000 compounds, 4.5% hits | HFF cells, HCMV-luciferase reporter, 72 h; stronger effect = lower value; in the data active = activity change below about -60%; inconclusive = no clear call, values can overlap the other calls; inactive = above about -39%
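Steps: HFFs plated, 16 h 37C; compounds added; HCMV-luciferase added to MOI 1 PFU/cell; 72 h 37C; OneGlo reagent, 5 min room temperature; luminescence read, normalized to controls.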
An asterisk follows results filed as active; ? = inconclusive; . = no result given; & = joins results of further samples; [ ] = dose if it differs, or a comment. Unless noted, calls come from the whole dose curve; as a rule, active = well fitted curve in the direction sought with a large enough effect; inconclusive = small, poorly fitted or top-dose-only effect, or another doubt; inactive = no such curve, though single readings can be large; an effect the other way counts as inactive or inconclusive. Unless noted, % is set by controls: 0 for no effect and ±100 for the full control effect.

SMILES	AMA1 RON2 block	LmPK inhibitor	Sm TGR inh	AmpC inh no detg	AmpC detergent	TbPYK inhibitor	HCMV antiviral
CC(C)=N/N=C1/NC(=O)C(c2ccc(Cl)cc2)S1 (stereo unspecified)	46%[activator]	.	.	.	.	2%	-9
Cc1onc(-c2ccccc2Cl)c1C(=O)N(C)Cc1ccccc1	2%	-3%	-3%	9%	-5%	-11%	7
CC(=O)c1ccc(C(=O)N(Cc2cccnc2)c2nc3c(C)c(C)ccc3s2)cc1	.	.	22%	.	-2%	-2%[15.4 µM]	0
CC(=O)c1ccc(NC(=O)C(C)Sc2nnc3ccccn23)cc1 (stereo unspecified)	-16%	.	-8%	-21%	-9%	-4%	-17
CCCC1=Nc2cc(C(=O)NCc3ccc(OC)cc3)ccc2Sc2ccc(C)cc21	.	.	10%	.	4%	-1%	9
Cc1cnc(CNC(=O)c2ccc3sc([C@H]4C[C@H](O)[C@@H](CO)O4)nc3c2)cn1	24%	.	.	.	.	-2%	38
COc1ccc(CNc2ccc3c(c2)CCC3)cc1OC	.	11%	0%	-13%	?	.	.
CCCCn1nnnc1C(c1cccc2ccccc12)N1CCN(C/C=C/c2ccccc2)CC1 (stereo unspecified)	?	.	.	.	.	-2%	-2
CC1=C(C(=O)N2CCOCC2)C(c2ccc(-c3ccccc3)cc2)NC(=S)N1 (stereo unspecified)	2%	1%	-2%	-2%	6%	-10%	?
CCCCNC(=O)Nc1cc(C(=O)OC)ccc1C	10%	-2%	6%	-7%	0%	1%	-21
O=C(/C=C/c1cccs1)Nc1ccncc1	-2%	-3%	-8%	-35%	?	1%	33
CCc1cc(=O)[nH]c(-n2[nH]c(-c3ccccc3)cc2=O)n1	41%[activator]	-2%	-10%	-45%	-3%	-5%	-29
Cn1c(=O)c2nc(NCc3ccccc3)sc2n(C)c1=O	6%	.	.	.	.	-3%	-34
C[C@H](O)[C@@H]1C(=O)N2CCc3c([nH]c4ccccc34)[C@@H]2C[C@@H]1N(C)C(=O)NC1CCCCC1	11%	.	.	.	.	-6%	19
NS(=O)(=O)c1ccc(NC(=S)NC(=O)c2cccnc2)cc1	22%	-10%	22µM*	2%	?	-9%	-15
O=[N+]([O-])c1ccc(S(=O)(=O)NCC2CC3CCC2C3)cc1 (stereo unspecified)	-6%	4%	-20%	-32%	2%	0%	19
Cc1cc(/C=C2\C(=N)N3C(SCc4ccccc4)=NSC3=NC2=O)c(C)n1Cc1ccccc1	16%	0%	-3%	-19%	-11%	-2%	27
N#CC(C#N)=Cc1cnc(N2CCN(c3ccccc3)CC2)s1	0%	1%	-16%	-15%	-6%	-2%	-37
Cn1c(=O)c2c(nc(N3CCCC3)n2CC(O)CO)n(C)c1=O (stereo unspecified)	33%[activator]	-3%	8%	-11%	-9%	-18%	21
Cc1cc(C)n(CC(C)(O)c2ccccc2)n1 (stereo unspecified)	6%	.	-4%	-9%	-13%	1%	3
CC(C)C1C2=C(CC(C)(C)CC2=O)ON1c1ccccc1 (stereo unspecified)	38%[activator]	-2%	28µM*	9%	-9%	-8%	5
O=C(c1ccc(Br)o1)N1CCN(c2ccccn2)CC1	-3%	1%	-1%	4%	-1%	1%	-8
CCCCCn1c(CN2CCCCC2C)nc2c1c(=O)n(C)c(=O)n2C (stereo unspecified)	-3%	3%	7%	-6%	-13%	6%	-13
O=C(Nn1nnnc1Nc1ccccc1)C12CC3CC(CC(C3)C1)C2	9%	-8%	-11%	-43%	-10%	0%	-19

Whole records, looked up by structure. Order of values: AMA1 RON2 block | LmPK inhibitor | Sm TGR inh | AmpC inh no detg | AmpC detergent | TbPYK inhibitor | HCMV antiviral
O=C(Nn1nnnc1Nc1ccccc1)C12CC3CC(CC(C3)C1)C2 across the screens: 9% | -8% | -11% | -43% | -10% | 0% | -19
CC(C)C1C2=C(CC(C)(C)CC2=O)ON1c1ccccc1 (stereo unspecified) across the screens: 38%[activator] | -2% | 28µM* | 9% | -9% | -8% | 5
CCCCCn1c(CN2CCCCC2C)nc2c1c(=O)n(C)c(=O)n2C (stereo unspecified) across the screens: -3% | 3% | 7% | -6% | -13% | 6% | -13

(next part)
SMILES	AMA1 RON2 block	LmPK inhibitor	Sm TGR inh	AmpC inh no detg	AmpC detergent	TbPYK inhibitor	HCMV antiviral
Cc1ccccc1S(=O)(=O)c1c(C)cc(C)n(CC(C)C)c1=O	11%	0%	28%	6%	?	-3%	-15
C#CCOCCOCCOCCNc1nc(N2CCN(C(=O)CCCCCCCCCCNC(=O)[C@H](CCCN=C(N)N)n3cc(C[C@@H](C)CC)nn3)CC2)nc(N2CCN(C(=O)CCCCCCCCCCNC(=O)[C@@H]([C@H](C)CC)n3cc(CCCCCN)nn3)CC2)n1	.	.	?	189%[activator]	-12%	.	.
Cc1ccc(-n2c(COc3c(C)cccc3C)nnc2SCC(=O)Nc2nccs2)cc1	-2%	-4%	5%	-29%	?	3%	0
COC(=O)c1[nH]c2cccc(Cl)c2c1NC(=O)CN(C)C1CCCCC1	-4%	1%	-5%	103%[activator]	1%	-1%	38
O=C(NCc1ccc(OC(F)(F)F)cc1)C1CC(c2ccccc2C(F)(F)F)=NO1 (stereo unspecified)	4%	5%	-8%	83%[activator]	-7%	0%	-7
CC(C)CC(NC(N)=O)C(=O)Nc1ccc2c(c1)OCO2 (stereo unspecified)	32%[activator]	2%	3%	47%	-2%	-5%	22
c1ccc(-c2nc(CSc3nnc(-c4cccs4)o3)cs2)cc1	2%	-6%	13%	-5%	-11%	0%	84
CCCCC1CCC(/C(N)=N/O)CC1 (stereo unspecified)	3%	-1%	0%	-10%	?	0%	-22
COCc1cc(C)nc2sc(C(=O)NC3CCCCC3)c(N)c12	14%	3%	-2%	-17%	-5%	-4%	26
CCN1CCN(C(=S)Nc2cc(S(=O)(=O)N(CC)CC)ccc2C)CC1	0%	0%	80%[activator]	-5%	-7%	-7%	-7
CC(C)(C)C1CCc2c(sc3ncn(N)c(=N)c23)C1 (stereo unspecified)	100%[activator]	2%	9%	35%	-2%	0%	?
CCCCCCNC(=O)C(C(=O)OCC)C1CCCCC1 (stereo unspecified)	-3%	0%	0%	-1%	-8%	5%	-7
O=C(Nc1ccnn1C1CCN(C(=O)Cc2ccccc2F)CC1)C1CC1	-22%	5%	0%	5%	-5%	-3%	30
O=C(O)c1c(-c2ccccc2)c(-c2ccccc2)nc2ccccc12	19%	5%	5%	-23%	0%	1%	-21
CN(Cc1ccccc1)C(=O)c1ccc(NC(=O)Cc2cccc(NC(=O)C3CCN(C(=O)C4CC4)CC3)c2)cc1	-4%	.	-11%	106%[activator]	6%	1%	?
Cc1ccc(Nc2nc(N)c([N+](=O)[O-])c(N3CCOCC3)n2)cc1	5%	0%	7%	0%	6%	-16%	-22
CCCOc1ccc(F)cc1-c1cc(C(=O)Nc2ccc(C)c(NS(C)(=O)=O)c2)[nH]n1	-1%	.	.	.	.	4%	-32
Cc1cc(C)nc(Nc2nc3ccccc3s2)n1	6%	-2%	0%	-13%	-2%	1%	203
CCc1nnc(NC(=O)CSc2nnc(-c3ccccc3O)o2)s1	19%	4%	9%	-8%	-8%	4%	-6
CCOc1ccc(CNC(=O)C2CCN(S(=O)(=O)N3CCCCC3)CC2)cc1	.	.	-4%	.	-1%	-1%	-37
COc1ccc(S(=O)(=O)N2CCCOC2CNC(=O)C(=O)NC2CCCC2)cc1 (stereo unspecified)	-1%	0%	1%	21%	?	6%	5
Cc1nc(-c2cccc(NC(=O)C3CCCCC3)c2)cs1	7%	-5%	-8%	-3%[2.29 µM]	-13%	2%	-26
Cc1ccc(C(=O)NC2CCN(CCCC(=O)c3ccc(F)cc3)CC2)cc1	5%	0%	-18%	-8%	-5%	5%	33
O=C(CSc1nc2sc3c(c2c(=O)n1-c1ccccc1)CCCC3)N/N=C/c1ccc(C(=O)O)cc1	3%	-1%	13%	-16%	?	5%	.
Cc1cc2cc(CCNC(=O)C(C)C)c(=O)[nH]c2cc1C	6%	.	.	.	.	3%	-10
Cc1onc(-c2ccccc2Cl)c1C(=O)NCCCc1ccccc1	0%	-2%	6%	-6%	2%	2%	-16
CCCOc1ccc(CNC(=O)Cn2c(=O)oc3ccccc32)cc1	-5%	0%	28%&2%	7.9µM*	15%&-2%	-6%&3%	6&-8
CSc1cccc(NC(=S)N(Cc2ccc(C)cc2)Cc2ccccn2)c1	2%	6%	10%	-12%	-14%	-1%	10
C=C(C)CN=CC1(C)CCC(C)=CO1 (stereo unspecified)	-2%	.	.	.	.	-5%	11
CCOc1ccc(S(=O)(=O)NCc2ccncc2)cc1NC(=O)c1ccccc1	25%	.	2%	-17%	?	1%	-87*
Cc1cccc(NC(=S)N2CCC(NC(=O)C3CCCCC3)CC2)c1	2%	2%	7%	-11%	1%	-21%	-31
CCN1CCN(c2ccc(NS(=O)(=O)c3c(C)nc4sccn4c3=O)cc2Cl)CC1	.	.	12%	.	15%	8%	-68*
O=C(COC(=O)c1cc(=O)[nH]c(=O)[nH]1)Nc1cccc(S(=O)(=O)N2CCOCC2)c1	6%	1%	6%	-7%	-6%	1%	-16
CCCCNc1c([N+](=O)[O-])cc(C)cc1[N+](=O)[O-]	19µM*	4%	-1%	-22%	-14%	1%	?
O=C(NCCn1cccn1)C1CCC(=O)N(CCc2ccccc2)C1 (stereo unspecified)	1%	-3%	-28%	-6%	7%	-2%	-11
CCN(c1ccccc1)S(=O)(=O)c1ccc2[nH]cc(C(=O)NCc3ccc(C)cc3)c(=O)c2c1	.	.	7%	.	-5%	8%	-1
C/C(=N/N1CCN(Cc2cccc3ccccc23)CC1)c1cccnc1	?	5%	-21%	-2%	-11%	-2%	6
O=S(=O)(N=C1C=CC(=NS(=O)(=O)c2ccccc2)c2ccccc21)c1ccccc1	-11%	.	.	.	.	-5%	123
CCOc1ccc2nc(N3CCCC(C(=O)NCc4ccc(C)cc4)C3)sc2c1 (stereo unspecified)	.	.	2%	.	17%	3%	37

Some of these compounds in order of length of the SMILES, ascending.
SMILES	AMA1 RON2 block	LmPK inhibitor	Sm TGR inh	AmpC inh no detg	AmpC detergent	TbPYK inhibitor	HCMV antiviral
Cc1onc(-c2ccccc2Cl)c1C(=O)NCCCc1ccccc1	0%	-2%	6%	-6%	2%	2%	-16
O=C(NCCn1cccn1)C1CCC(=O)N(CCc2ccccc2)C1 (stereo unspecified)	1%	-3%	-28%	-6%	7%	-2%	-11
O=S(=O)(N=C1C=CC(=NS(=O)(=O)c2ccccc2)c2ccccc21)c1ccccc1	-11%	.	.	.	.	-5%	123
